NIH3T3 tox: NIH 3T3 cell cytotoxicity; NIH 3T3 viability, CellTiter-Glo ATP luminescence, 48-72 h; Potency, µM (titrated, usually from 96.7 µM), inactives show at the top dose activity change, negative = cytotoxicity, most hits filed as inhibitors; actives 4.3% (n = 94,000); AID 1345082; further: potency means the concentration at half of the fitted maximal effect; nearly all actives have a fitted effect of over 55% in size
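Viability of NIH 3T3 cells after 48 or 72 hr compound treatment at 37 °C was assessed by CellTiter-Glo, with luminescence imaged following a 10 min room-temperature step.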
IP6K1 inh: IP6K1 kinase inhibition | Q92551 | activity change, % (series mostly up to about 58 µM) | AID 1645851 | IP6K1 kinase, ADP-Glo luminescence, 2 h; active compounds read low | actives 0.81% (n = 140,000); in the data active means activity change below about -25%
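ADP-Glo luminescence measures ADP made by human IP6K1 during a 2 h RT reaction with ATP/IP6 (mix at 1.3 mM/130 uM); top library doses 57.5 and 19.1 uM final.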
SNCA expr inh: reduces expression of the alpha-synuclein gene. HEK-293 SNCA-luciferase knock-in, luminescence, 24 h. Potency, µM (titrated, usually from 57.2 µM), for inactives: top-dose activity change, negative = inhibition, usual class: inhibitors. actives 0.17% (n = 140,000). AID 1671194;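 further: potency means the concentration at half of the fitted maximal effect; plate controls were DMSO cells for no effect and cell-free wells for full effect; nearly all actives have a fitted effect of over 45% in size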
HEK cytotox: cytotoxic compounds in HEK 293 cells; HEK 293 viability, ATP luminescence (CellTiter-Glo), 48-72 h; Potency, µM (highest dose often 115 µM), for inactives: at the top dose activity change, negative = cytotoxicity, most hits filed as inhibitors; actives 6.6% (n = 94,000); further: potency means the concentration at half of the fitted maximal effect; nearly all actives have a fitted effect of over 60% in size
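CellTiter-Glo luminescence (cellular ATP) was read after 48 or 72 hr of compound exposure at 37 degree Celsius. Cells were HEK 293 plated at 250 cells/well.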
FLuc inh: Photinus pyralis luciferase inhibition. AID 1347043. purified P. pyralis luciferase, luminescence, biochemical. actives 2.5% (n = 76,000). P08659. Potency, µM (highest dose often 115 µM), for inactives: at the top dose activity change, negative = inhibition, most hits filed as inhibitors; further: potency means the concentration at half of the fitted maximal effect; nearly all actives have a fitted effect of over 65% in size
Target sequence (P08659 whole entry, looked up): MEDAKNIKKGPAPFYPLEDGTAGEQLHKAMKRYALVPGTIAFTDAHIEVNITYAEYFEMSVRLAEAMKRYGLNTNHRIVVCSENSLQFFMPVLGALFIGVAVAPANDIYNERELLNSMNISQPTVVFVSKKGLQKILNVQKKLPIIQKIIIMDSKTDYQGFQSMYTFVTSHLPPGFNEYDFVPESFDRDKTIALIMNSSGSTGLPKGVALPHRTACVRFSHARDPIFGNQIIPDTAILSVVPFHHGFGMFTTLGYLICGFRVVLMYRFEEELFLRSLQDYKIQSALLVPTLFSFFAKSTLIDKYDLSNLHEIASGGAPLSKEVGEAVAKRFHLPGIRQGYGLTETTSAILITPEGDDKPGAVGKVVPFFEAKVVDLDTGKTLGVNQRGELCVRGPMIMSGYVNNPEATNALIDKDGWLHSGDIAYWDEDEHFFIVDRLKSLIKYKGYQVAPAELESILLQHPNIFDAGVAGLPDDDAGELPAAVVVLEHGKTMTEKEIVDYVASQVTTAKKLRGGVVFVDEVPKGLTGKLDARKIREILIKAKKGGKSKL
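FLuc 10nM, D-luciferin 10uM, ATP 10uM, Mg acetate 10mM, Tris acetate pH 7.5, Tween/BSA; cpd qHTS; enzyme added last; CCD luminescence.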
SNCA viab count: counter-screen for SNCA expression inhibitors: cell viability. HEK-293-SNCA-luc viability, GF-AFC fluorescence, 24 h. Potency, µM (top dose mostly 57.1 µM), for the others: top-dose activity change, negative = cytotoxicity, actives largely listed as cytotoxic. actives 0.12% (n = 150,000). AID 1671193;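 further: potency means the concentration at half of the fitted maximal effect; 0% = DMSO-treated cells and -100% = medium-only wells without cells; nearly all actives have a fitted effect of over 30% in size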
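HEK-293-SNCA-luc cells (1500/well) plated 24 h, then exposed 24 h to a dilution series; GF-AFC added 30 min at 37C, fluorescence 405/540 nm; normalised to medium-only and DMSO wells, Hill fit.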
GPT2 inhibitor: GPT2 alanine aminotransferase inhibition. Potency, µM (highest dose often 57.7 µM), inactives show top-dose activity change, negative = inhibition, actives largely listed as inhibitors. Recombinant GPT2, coupled pyruvate oxidase/HRP Amplex Red fluorescence. Q8TD30. AID 1671188. actives 0.25% (n = 100,000); further: potency means the concentration at half of the fitted maximal effect; nearly all actives have a fitted effect of over 60% in size; many of its hits are not listed in these tables
Target sequence (Q8TD30 whole entry, looked up): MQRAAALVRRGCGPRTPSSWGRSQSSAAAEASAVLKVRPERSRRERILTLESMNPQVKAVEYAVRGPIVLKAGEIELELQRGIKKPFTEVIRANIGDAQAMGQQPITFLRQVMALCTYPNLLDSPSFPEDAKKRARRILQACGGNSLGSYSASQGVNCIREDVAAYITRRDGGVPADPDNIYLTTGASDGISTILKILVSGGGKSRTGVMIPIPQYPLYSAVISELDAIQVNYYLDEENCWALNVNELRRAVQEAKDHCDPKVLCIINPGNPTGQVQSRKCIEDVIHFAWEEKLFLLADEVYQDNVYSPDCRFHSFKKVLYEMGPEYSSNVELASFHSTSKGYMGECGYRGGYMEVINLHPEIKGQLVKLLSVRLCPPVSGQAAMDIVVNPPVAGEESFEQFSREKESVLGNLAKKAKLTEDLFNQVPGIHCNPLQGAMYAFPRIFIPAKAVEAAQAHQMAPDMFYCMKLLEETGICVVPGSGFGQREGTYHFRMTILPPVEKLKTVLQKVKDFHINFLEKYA
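Inhibition is scored from Amplex Red fluorescence generated when pyruvate oxidase and HRP act on pyruvate released by GPT2. Reactions contain 10ng/uL enzyme, 250uM a-KG and 2mM L-alanine and run 30 min at room temperature.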
* hit, by the source's call; i = inactive; ? = inconclusive; nt = no result given; [ ] = remark or other dose. Unless noted, the call rests on the fitted dose curve; in most records, active means well fitted curve in the direction sought with a large enough effect; inconclusive means small, poorly fitted or top-dose-only effect, or another doubt; inactive means no such curve, though single readings can be large; an effect the other way counts as inactive or inconclusive. Unless noted, on the % scale 0 is the no-effect control and ±100 the full control effect. Only part of the results is shown; the hit share may differ from the screen's.

Letters – A = NIH3T3 tox; B = IP6K1 inh; C = SNCA expr inh; D = HEK cytotox; E = FLuc inh; F = SNCA viab count; G = GPT2 inhibitor
1	O=C(O)c1cncc(N2CCC3(CC2)CNC(C(=O)O)C3)n1 (stereo not given)
  A: -1% | B: 10 | C: -4% | D: i | E: 5% | F: 1% | G: 2%

2	S=C(NC1CCCCC1)N[C@H]1CO[C@H]2[C@@H]1OC[C@@H]2n1nnnc1-c1ccc2c(c1)OCO2
  A: ? | B: 10 | C: 17% | D: ? | E: -4% | F: -7% | G: i

3	CSc1cccc(NC(=O)O[C@@H]2CC[C@]3(C)C(CC[C@@H](O)[C@H]3CC(=O)N3CC[C@H](NC(C)=O)C3)[C@]2(C)CO)c1 (stereo not given in full)
  A: 0% | B: 8 | C: 13% | D: -9% | E: 7% | F: 1% | G: 3%

4	O=C(N[C@H]1CO[C@H]2[C@@H]1OC[C@@H]2n1nnnc1Oc1ccc(-n2cncn2)cc1)N1CCOCC1
  A: i | B: 6 | C: 13% | D: i | E: -6% | F: -1% | G: 1%

5	COc1ccccc1-c1cccc(C(=O)N2CCN([S+](=O)([O-])c3c(C)noc3C)CC2)c1
  A: -26% | B: 9 | C: ? | D: ? | E: nt | F: 5%[12.5 µM] | G: 0%

6	COc1ccc2c(Sc3ccc(Cl)cc3)c(C(=O)N3CCCCC3)[nH]c2c1
  A: nt | B: -8 | C: -23% | D: nt | E: nt | F: -13% | G: nt

7	Cc1cc(C)cc(NC(=O)c2cc3n(n2)CC(c2ccc4c(c2)OCO4)OC3)c1 (stereo not given)
  A: ? | B: 26 | C: -18% | D: 89µM* | E: -9% | F: 6% | G: i

8	O=C(c1cccc(Cl)c1)N1CCN(C(=O)c2nc3cccnc3n(CCc3ccccc3)c2=O)CC1
  A: ? | B: 0 | C: -7% | D: ? | E: nt | F: -1% | G: i

9	COc1cccc(CNC(=O)CCNS(=O)(=O)c2ccc3c(c2)oc(=O)n3C)c1
  A: nt | B: -12 | C: 15% | D: nt | E: nt | F: 1% | G: nt

10	COC(=O)N1CC(N2C(=O)c3c(c(C)nn3-c3ccccc3)C2C2CC2)C1 (stereo not given)
  A: ? | B: 0 | C: nt | D: ? | E: nt | F: nt | G: nt

11	CN(C)C[C@@H]1CN(c2ncccn2)C[C@H]1NC(=O)Cc1ccsc1
  A: -5% | B: 0 | C: -15% | D: -1% | E: 0% | F: -2% | G: 1%

12	CN1CC(=O)N(c2ccc([N+](=O)[O-])cc2)Cc2c1ncnc2N1CCN(c2ncccn2)CC1
  A: -27% | B: -2 | C: -16% | D: -8% | E: -11% | F: -14% | G: ?

13	CCCn1c(CCC(=O)Nc2ccc(C)c(Cl)c2)nc2cccnc21
  A: nt | B: -13 | C: 5% | D: nt | E: nt | F: -11% | G: nt

14	CC(C)c1nnc(C2CN(C(=O)Cc3ccsc3)CC23CCOCC3)o1 (stereo not given)
  A: -8% | B: 15 | C: -6% | D: -2% | E: -8% | F: 4% | G: ?

15	O=C(Cn1c2ncccc2c(=O)n1-c1ccccc1)Nc1cccc(C(F)(F)F)c1
  A: nt | B: -14 | C: -18% | D: nt | E: nt | F: 2% | G: nt

7 entries from above, with two lines to a compound.
Results follow in this order: NIH3T3 tox	IP6K1 inh	SNCA expr inh	HEK cytotox	FLuc inh	SNCA viab count	GPT2 inhibitor
[7] Cc1cc(C)cc(NC(=O)c2cc3n(n2)CC(c2ccc4c(c2)OCO4)OC3)c1 (stereo not given)
    ?	26	-18%	89µM*	-9%	6%	i
[8] O=C(c1cccc(Cl)c1)N1CCN(C(=O)c2nc3cccnc3n(CCc3ccccc3)c2=O)CC1
    ?	0	-7%	?	nt	-1%	i
[9] COc1cccc(CNC(=O)CCNS(=O)(=O)c2ccc3c(c2)oc(=O)n3C)c1
    nt	-12	15%	nt	nt	1%	nt
[10] COC(=O)N1CC(N2C(=O)c3c(c(C)nn3-c3ccccc3)C2C2CC2)C1 (stereo not given)
    ?	0	nt	?	nt	nt	nt
[11] CN(C)C[C@@H]1CN(c2ncccn2)C[C@H]1NC(=O)Cc1ccsc1
    -5%	0	-15%	-1%	0%	-2%	1%
[12] CN1CC(=O)N(c2ccc([N+](=O)[O-])cc2)Cc2c1ncnc2N1CCN(c2ncccn2)CC1
    -27%	-2	-16%	-8%	-11%	-14%	?
[13] CCCn1c(CCC(=O)Nc2ccc(C)c(Cl)c2)nc2cccnc21
    nt	-13	5%	nt	nt	-11%	nt

The list goes on.
Letters – A = NIH3T3 tox; B = IP6K1 inh; C = SNCA expr inh; D = HEK cytotox; E = FLuc inh; F = SNCA viab count; G = GPT2 inhibitor
16	O=C(CCNS(=O)(=O)c1ccc2c(c1)CCN2C(=O)C1CC1)Nc1ccc(OC(F)(F)F)cc1
  A: nt | B: -7 | C: -5% | D: nt | E: nt | F: -1% | G: nt

17	O=C(c1cn(CCCc2ccccc2)nn1)N1CCCC(c2ccccc2)CC1 (stereo not given)
  A: ? | B: 5 | C: 7% | D: ? | E: -3% | F: 3% | G: 4%

18	CCCCC1C(=O)N(C)CCN1C(=O)Cn1ncc(N(C)C)cc1=O (stereo not given)
  A: 0% | B: -7 | C: -2% | D: 2% | E: -5% | F: 9% | G: i

19	CNc1cc(C2CC(NS(=O)(=O)c3c(C)noc3C)C2)nc(N)n1 (stereo not given)
  A: -17% | B: 28 | C: 9% | D: 1% | E: -9% | F: 3% | G: i

20	COC(=O)[C@@H](CC(C)C)NC(=O)[C@@H]1C[C@@H](n2nnc(C(N)=O)c2C(N)=O)CCN1C(=O)c1cccn1C
  A: -13% | B: -2 | C: 5% | D: 2% | E: -4% | F: 2% | G: 1%

21	Cc1ccc2c(c1)c(=O)c(C(=O)c1ccncc1)cn2CC(=O)Nc1c(C)cccc1C
  A: nt | B: 16 | C: -5% | D: nt | E: nt | F: -10% | G: nt

22	O=C(c1n[nH]c2ccccc12)N1CC2CC(C1)[C@H]1CCCC(=O)N1C2 (stereo not given in full)
  A: i | B: -2 | C: 3% | D: -5% | E: -3% | F: -2% | G: i

23	O=C(c1ccc[nH]c1=O)N1CCC2(CC1)NC(=O)N(Cc1ccc(Cl)cc1)C2=O
  A: i | B: 0 | C: 6% | D: 8% | E: 6% | F: 6% | G: -6%

24	COCCNC(=O)C[C@@H]1C[C@H]2O[C@H](CN)[C@@H](O)[C@H]2O1
  A: -18%[230 µM] | B: 8 | C: -13%[87.6 µM] | D: -3%[230 µM] | E: -9%[230 µM] | F: 3%[87.6 µM] | G: -25%[88.5 µM]

25	CC(=O)N1CCC(C(=O)NC2CCCN(c3cc(-c4ccc(Cl)cc4)[nH]n3)C2)CC1 (stereo not given)
  A: -19% | B: 0 | C: 33%[activator] | D: -39% | E: ? | F: -1% | G: i

26	CC(C)NC(=O)N1CC[C@@H](CC(=O)O)[C@@H](CC2=NCCc3cc(F)ccc32)C1
  A: 3%[138 µM] | B: -3 | C: -10%[87.6 µM] | D: i | E: -5%[172 µM] | F: -1%[87.6 µM] | G: -3%[88.5 µM]

27	Cc1ccc(NC(=O)CN2C(=O)C3(SCC(=O)N3c3ccc(F)c(F)c3)c3ccccc32)c(C)c1 (stereo not given)
  A: nt | B: 5 | C: -22% | D: nt | E: nt | F: 5% | G: nt

28	CCOc1ccc(-c2nnc(SCC(=O)NC3CCCCC3)nc2-c2ccc(OCC)cc2)cc1
  A: nt | B: 9 | C: 33%[activator] | D: nt | E: nt | F: 4% | G: nt

29	COc1ccc(-c2noc(-c3cccn3CC(=O)Nc3cc(F)ccc3Cl)n2)cc1F
  A: -24% | B: 5 | C: -12% | D: ? | E: -11% | F: -7% | G: i

30	O=C(Cc1ccc(F)cc1)N1CCC2(CC1)CCN(CCc1ccccc1)c1ccccc1O2
  A: ? | B: 12 | C: -7% | D: 45µM* | E: -9% | F: -7% | G: i

Further results follow:
Letters – A = NIH3T3 tox; B = IP6K1 inh; C = SNCA expr inh; D = HEK cytotox; E = FLuc inh; F = SNCA viab count; G = GPT2 inhibitor
31	CCSc1nc(-c2ccc(Cl)cc2)nc2c1Cc1c(CO)cnc(C)c1O2
  A: nt | B: 6 | C: -3% | D: nt | E: nt | F: 1% | G: nt

32	COc1ccc2c3c1C1COC(=O)N1CC3=CC(C)(C)CO2 (stereo not given)
  A: ? | B: 4 | C: nt | D: ? | E: nt | F: nt | G: nt

33	O=C(COc1ccccc1F)Nc1ccc2nc(SCC(=O)N3CCc4ccccc43)sc2c1
  A: nt | B: -7 | C: 1% | D: nt | E: nt | F: -7% | G: nt

34	COc1cccc(-c2cccc(C(=O)N3CCCC3C(=O)N3CCC(C#N)CC3)c2)c1 (stereo not given)
  A: -17% | B: 0 | C: 26% | D: -19% | E: nt | F: -3% | G: -1%

35	COc1cccc(NC2=CC(c3ccc(C(C)C)cc3)N(c3cccc(OC)c3)C2=O)c1 (stereo not given)
  A: nt | B: 10 | C: 253%[activator] | D: nt | E: nt | F: 1% | G: nt

36	O=C(Nc1ccccc1)[C@@H]1C[C@@H](c2ccc(F)cc2)N([S+](=O)([O-])c2ccccc2)C1
  A: ? | B: 6 | C: ? | D: ? | E: 4%[172 µM] | F: -6%[87.6 µM] | G: ?

37	O=c1cc(-c2cccnc2)oc2c(-c3cccc(CO)c3)nccc12
  A: 32µM* | B: -18 | C: 0%[87.6 µM] | D: -28%[172 µM] | E: 15%[172 µM] | F: -24%[87.6 µM] | G: -7%[88.5 µM]

38	COc1ccccc1CC(=O)N1CCCc2ncc(C(=O)N3CCC(OC)CC3)cc21
  A: ? | B: 14 | C: -1%[87.6 µM] | D: 3%[172 µM] | E: -3%[172 µM] | F: 3%[87.6 µM] | G: -5%[88.5 µM]

39	O=C(NC1CC(=O)N(CCCc2ccccc2)C1)c1ccoc1 (stereo not given)
  A: 1% | B: 27 | C: 12% | D: i | E: -7% | F: 8% | G: i

40	CCCCNc1sc(S(=O)(=O)CCC)nc1S(=O)(=O)c1ccc(C)cc1
  A: nt | B: 14 | C: -11% | D: nt | E: nt | F: -5% | G: nt

41	O=C1N(CCc2ccccc2)CCOC12CCN(Cc1ccc(F)cc1)CC2
  A: ? | B: 10 | C: -21%[87.6 µM] | D: ? | E: -4%[172 µM] | F: -4%[87.6 µM] | G: -13%[88.5 µM]

42	Cc1ccc(CNC(=O)CCCN2C(=O)COc3ccc(C)cc32)cc1
  A: nt | B: -3 | C: -25% | D: nt | E: nt | F: -1% | G: nt

43	O=C(NCCc1ccccc1)c1cnc2n1CCN(CCc1ccccc1)CC2
  A: ? | B: -6 | C: -8%[87.6 µM] | D: ? | E: -1%[172 µM] | F: 1%[87.6 µM] | G: -5%[88.5 µM]
